Screens from PubChem BioAssay.
IDH1 R132H inh: qHTS for Inhibitors of mutant isocitrate dehydrogenase 1 (IDH1): qHTS. hit rate 0.093% among 390,000. Potency, µM (highest dose often 76.6 µM), inactives show at the highest dose activity change, negative = inhibition, most hits filed as inhibitors. IDH1-R132H enzyme, NADPH consumption, diaphorase/resazurin fluorescence. Isocitrate dehydrogenase [NADP] cytoplasmic (Homo sapiens), O75874; further: potency means the concentration at half of the fitted maximal effect; on the % scale 0 is the no-effect control and ±100 the full control effect; nearly all actives have a fitted effect of over 65% in size
Target sequence (O75874 whole entry R132H, stated change not applied): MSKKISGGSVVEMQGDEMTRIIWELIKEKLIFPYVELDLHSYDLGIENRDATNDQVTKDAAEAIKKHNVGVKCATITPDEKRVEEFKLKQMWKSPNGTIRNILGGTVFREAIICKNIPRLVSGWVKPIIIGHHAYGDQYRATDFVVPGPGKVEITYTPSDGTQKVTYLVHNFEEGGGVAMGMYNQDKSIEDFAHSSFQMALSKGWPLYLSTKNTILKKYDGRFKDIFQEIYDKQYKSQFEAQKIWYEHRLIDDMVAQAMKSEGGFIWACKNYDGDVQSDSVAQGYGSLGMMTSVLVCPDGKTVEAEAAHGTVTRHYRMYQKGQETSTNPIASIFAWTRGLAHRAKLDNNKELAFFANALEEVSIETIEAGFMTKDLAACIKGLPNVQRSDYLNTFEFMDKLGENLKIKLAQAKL
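IDH1-R132H (0.5 ug/mL) preincubated 30 min with compound, then NADPH (0.016 mM) and alpha-KG (2 mM) added; 80 min at RT, pH 7.5. Remaining NADPH coupled via diaphorase/resazurin to fluorescence (540/590 nm); concentration-response curves normalized to no-enzyme control.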
Glioma ERSR ind: qHTS for Inducers of the Endoplasmic Reticulum Stress Response (ERSR) in Human Glioma: qHTS; U87-MG GRP78 promoter luciferase reporter, 16 h; Potency, µM, for inactives: top-dose activation, most hits filed as activators; hit rate 0.02% among 420,000; further: potency means the concentration at half of the fitted maximal effect; series mostly up to about 76 µM; % of control where 0% means no effect; nearly all actives have a fitted effect of over 35% in size
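ERSR induction read as luciferase luminescence (Bright-Glo, 10 min at room temperature) in stably transfected human U87-MG glioma cells exposed to compounds for 16 h, using GRP78 as sensor.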
Vif-A3F inh: qHTS for Inhibitors of Vif-A3F Interactions: qHTS; HeLa A3F-eYFP + Vif (tagged APOBEC3F with the HIV-1 protein that degrades it), YFP fluorescence increase; Potency, µM (top dose mostly 46.1 µM), for inactives: top-dose activity, negative = active; hit rate 0.2% among 390,000; AID 602313, 2012; further: potency means the concentration at half of the fitted maximal effect; % of control where 0% means no effect; nearly all actives have a fitted effect of over 65% in size
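Fluorescence increase (Ex 488/Em 500-530) after overnight compound treatment at 37 deg C flags inhibition of Vif-driven A3F-eYFP loss in stable HeLa A3F-eYFP/Vif cells seeded overnight beforehand.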
TrxR1 substrate: qHTS Assay for Substrates of Mammalian Selenoprotein Thioredoxin Reductase 1 (TrxR1): qHTS. Thioredoxin reductase 1, cytoplasmic (Rattus norvegicus), O89049. Potency, µM (highest dose often 114 µM), inactives show at the top dose activity change, negative = substrate turnover. purified TrxR1 substrate turnover, NADPH consumption readout. AID 588456, 2011. hit rate 0.01% among 390,000; further: potency means the concentration at half of the fitted maximal effect; on the % scale 0 is the no-effect control and ±100 the full control effect; nearly all actives have a fitted effect of over 50% in size
Target sequence (O89049 whole entry, looked up): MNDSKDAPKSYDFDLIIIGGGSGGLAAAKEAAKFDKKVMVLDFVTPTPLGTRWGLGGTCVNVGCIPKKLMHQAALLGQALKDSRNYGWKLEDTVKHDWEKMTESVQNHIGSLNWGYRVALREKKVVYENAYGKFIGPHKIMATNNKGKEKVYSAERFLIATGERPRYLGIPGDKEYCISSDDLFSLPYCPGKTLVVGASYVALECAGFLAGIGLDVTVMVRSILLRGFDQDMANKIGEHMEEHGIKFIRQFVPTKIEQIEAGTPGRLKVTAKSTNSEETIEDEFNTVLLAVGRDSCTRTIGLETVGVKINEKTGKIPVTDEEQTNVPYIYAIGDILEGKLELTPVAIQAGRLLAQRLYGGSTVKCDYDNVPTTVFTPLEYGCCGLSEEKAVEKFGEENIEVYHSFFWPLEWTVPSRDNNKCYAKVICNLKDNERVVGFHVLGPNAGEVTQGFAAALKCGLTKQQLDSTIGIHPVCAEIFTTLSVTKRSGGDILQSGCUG
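Rat TrxR1, dispensed at 90 nM, was prereduced with 400 uM NADPH (final) for 5 min at ~22 deg C, then incubated with compound 15 min before 400 uM selenite. A first-read NADPH fluorescence drop versus no-compound background flagged substrates.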
RXFP1 agonist: qHTS Assay for Agonists of the Relaxin Receptor RXFP1. Relaxin receptor 1 (Homo sapiens), Q9HBX9. hit rate 0.3% among 370,000. Potency, µM (series often up to 57.5 µM), without a hit: at the highest dose activation, usual class: activators. HEK293T-RXFP1 cAMP TR-FRET, 30 min; response scale: percent of porcine relaxin response, buffer zero. AID 2676, 2010; further: potency means the concentration at half of the fitted maximal effect; on the % scale 0 is the no-effect control and ±100 the full control effect; nearly all actives have a fitted effect of over 60% in size; many of its hits are not listed in these tables
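Agonist response is measured as cAMP accumulation in an RXFP1-transfected HEK293T line under PDE4 inhibition. Values are scaled between buffer-only and 29 nM porcine relaxin, and EC50s come from standard Hill equation fits.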
USP1 inh: Inhibitors of USP1/UAF1: Primary Screen | AID 743255, 2014 | recombinant USP1/UAF1, Ub-Rhodamine cleavage fluorescence | Ubiquitin carboxyl-terminal hydrolase 1 (Homo sapiens), O94782 | Potency, µM (highest dose often 57.1 µM), for inactives: at the highest dose activity change, negative = inhibition, hits mostly inhibitors | hit rate 0.23% among 390,000; further: potency means the concentration at half of the fitted maximal effect; on the % scale 0 is the no-effect control and ±100 the full control effect; nearly all actives have a fitted effect of over 60% in size; inactives centre near -12
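In this screen, compounds sit with the deubiquitinase complex (1nM) for 15 min at room temperature before Ub-Rho is added at 150nM final. Fluorescence rise is then followed for 6 reads every 60 seconds.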
Vif-A3G inh: qHTS for Inhibitors of Vif-A3G Interactions: qHTS; Potency, µM (doses to about 46.1 µM), for inactives: at the highest dose activity, negative = active, actives largely listed as inhibitors; HeLa A3G-eYFP + Vif (tagged APOBEC3G with the HIV-1 protein that degrades it), YFP fluorescence, overnight; DNA dC->dU-editing enzyme APOBEC-3G (Homo sapiens), Q9HC16; hit rate 0.076% among 410,000;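 further: potency means the concentration at half of the fitted maximal effect; on the % scale 0 is the no-effect control and ±100 the full control effect; nearly all actives have a fitted effect of over 60% in size; hits raise eYFP signal because A3G escapes Vif-driven loss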
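HeLa cells stably expressing Vif and C-terminally eYFP-tagged A3G, seeded overnight at 37 deg C, then exposed to compound by pintool overnight at 37 deg C. Rise in yellow fluorescence (Ex 488/Em 500-530, Acumen) marks blocked Vif-driven A3G degradation.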
PI4K2A inh: qHTS for small molecular inhibitors of PI4K2A; Phosphatidylinositol 4-kinase type 2-alpha (Homo sapiens), Q9BTU6; purified PI4K2A, ADP-Glo luminescence, 1 h; active compounds read low; activity change, negative = inhibition, % at 76.9 µM; hit rate 0.13% among 420,000; AID 1346378, 2018; in the data active means activity change below about -50%; inconclusive means mostly about -30% to -49%;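 further: -100% = wells without enzyme as full effect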
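Compounds are screened against recombinant PI4K2A using PI as substrate and ATP, the latter dispensed at 300 microM. Reactions run one hour at ambient temperature before ADP-Glo detection; full inhibition defined by wells lacking enzyme.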
LDHA block: qHTS assay for inhibitors of human lactate dehydrogenase; purified LDHA, NADH/diaphorase-resazurin fluorescence; active compounds read low; activity change, % (values are at about 110 or 230 µM); hit rate 0.15% among 480,000; AID 1347041, 2019; in the data active means activity change below about -30%; inconclusive means mostly about -25% to -30%;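 further: plate controls were DMSO wells for no effect and wells without enzyme for full effect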
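Resorufin fluorescence (ex540/em590), read at 0 and 20 min after diaphorase/resazurin addition, reports the NADH left after a 5 min room-temperature reaction of 2 nM human LDH5 with 0.06 mM NADH and 0.2 mM pyruvate.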
* hit, by the source's call; ? = inconclusive; / = no result given; & = joins results of further samples; [ ] = dose if it differs, or a comment. Unless noted, the call rests on the fitted dose curve; in most records, active means well fitted curve in the direction sought with a large enough effect; inconclusive means small, poorly fitted or top-dose-only effect, or another doubt; inactive means no such curve, though single readings can be large; an effect the other way counts as inactive or inconclusive.

Molecule,USP1 inh,Glioma ERSR ind,PI4K2A inh,RXFP1 agonist,Vif-A3F inh,LDHA block,Vif-A3G inh,TrxR1 substrate,IDH1 R132H inh
O=C(CCC1CCCCC1)Nc1ccccc1C(=O)N1CCOCC1,-13%,-3%,3,4.9%,-4%,-6,-1%,5%[57.1 µM],-7%
CN(C(=O)c1cccnc1)c1nnc(-c2ccccn2)s1,-6%,-5%,-1,-0.3%,-12%,2,1%,9%[57.1 µM],2%
O=[N+]([O-])c1ccc(CNc2cccc(Cl)c2)s1,3%,-2%,-29,-0.5%,0%,-1,-15%,-3%,11%
CCCC(=O)Nc1nc(C)c(C(C)=O)s1,-23%,-2%,-1,18µM*,-6%,-4,1%,-3%,6%
O=C(Nc1cccc(C(F)(F)F)c1)C1CCN(S(=O)(=O)c2ccc(N3CCCC3=O)cc2)CC1,-10%,-5%,-4,1.5%,1%,-6,3%,-5%,2%
COc1ccc2cc(CN(CC3CCCO3)C(=O)Nc3ccccc3)c(=O)[nH]c2c1 (configuration not stated),-23%,-3%,4,-1.3%,1%,-4,1%,-1%,-3%
O=C(Nc1sc2c(c1C(=O)N1CCCCC1)CCCC2)c1ccccc1Cl,-14%,-2%,-2,-1.2%,-9%,-12,0%,-8%,-18%
CCOc1ccc(CCNC(=O)COC(=O)c2n[nH]c3ccccc23)cc1OCC,-17%,-4%,-6,/,-3%,-3,-1%,/,-1%
N#CCCN(C(=O)CCl)c1cccc(Cl)c1,-20%,-14%,14,0.3%,1%,0,-4%,7%,15%
CCCCn1c(SCC(=O)N2CCCC2)nnc1-c1ccccc1,-1%,-7%,-2,1.5%,2%,-2,0%,-19%,0%
CCN(C(=O)COC(=O)c1cc(=O)[nH]c2ccccc12)C1CCS(=O)(=O)C1 (configuration not stated),1%,-3%,6,-0.1%,7%,0,0%,13%[57.1 µM],-5%
CCN(CC)C(=O)C1=C(C)N(CCCOC)C(=O)C(CC(=O)NCc2cccs2)C1 (configuration not stated),-14%,-1%,-3,/,-2%,1,2%,/,0%
O=C1N(CN2C(=O)C3(OCCO3)c3ccccc32)c2ccccc2C12OCCO2,-26%,-5%,-8,-1.8%,10%,2,-2%,2%,0%
CS(=O)(=O)N1CCCC(C(=O)N2CCN(c3cccc(Cl)c3)CC2)C1 (configuration not stated),-8%,-1%,-1,0.1%,-7%,-6,1%,-7%,-8%
Cc1cccc(NC(=O)Nc2c(C)n(C)n(-c3ccccc3)c2=O)c1,-10%,-1%,7,1.8%,12%,-6,-16%,0%,2%
O=C(Cc1c(C(=O)O)[nH]c2ccccc12)Nc1cccc(C(F)(F)F)c1,-15%,-1%,1,-1.5%,3%,-2,-17%,3%,-15%
COC(=O)CCNS(=O)(=O)c1ccc2ccccc2c1,-23%,-1%,-6,-1.3%,1%,-9,-5%,-7%,3%
Cc1cc(NC(=O)Cc2ccc(Br)cc2)no1,-14%,-2%,-1,-0.4%,5%,-9,0%,-5%,-2%
COc1ccc(NC(=O)C2(C)CCN2Cc2ccc(C(C)C)cc2)cc1OC (configuration not stated),/,1%,3,/,/,6,1%,/,/
CC(C)(C)SCCNC(=O)CN(c1ccccc1)S(=O)(=O)c1ccc(F)cc1,-12%,3%,0,1.4%,-6%,-3,2%,-11%[57.1 µM],7%
COc1ccccc1CNC(=O)c1c(-c2ccccc2)nn(-c2ccccc2)c1C,-13%,-5%,0,1.7%,/,-13,0%,-1%,0%
Cc1nc2cc(NS(=O)(=O)c3c(C)c(C)cc(C)c3C)ccc2s1,-9%,-3%,2,-2.6%,-1%,-4&0,-11%,-12%,10%
Nc1ccccc1-c1nc2ccccc2[nH]c1=O,-9%,5%,-3,0.1%,?,0,?,-10%,-9%
COCCNc1c(-c2ccc(OC)c(OC)c2)nc2ccc(Cl)cn12,-10%,0%,-3,-0.5%,-14%,-1,-8%,0%,-8%
O=[N+]([O-])c1ccc(OCc2nnc(-c3ccccc3)o2)cc1,-13%,-4%,1,0.3%,17%,-1,-9%,0%[57.1 µM],-2%
Cc1ccc2nc(-c3ccccc3)cc(C(=O)NCC(c3ccco3)N(C)C)c2c1 (configuration not stated),-6%,2%,2,1.4%,4%,-1,-2%,16%,4%
CC(=O)/C(=N\Nc1ccc(C)cc1)N1CCOCC1,-15%,-1%,7,1.9%,-6%,7,-11%,-13%,0%
C/C(=N\Nc1cccc2cccnc12)c1ccccc1O,-21%,0%,-6,0.4%,2%,1,9%,-9%,-3%
C[C@H](NC(N)=O)C(=O)OCC(=O)NCc1cccs1,-1%,-1%,1,2.7%,-1%,-8,4%,7%[57.1 µM],6%
COc1cccc(NC(=S)NNC(=O)CCn2cc([N+](=O)[O-])cn2)c1,-5%,-2%,-21,3.3%,-28%,1,-9%,-20%[57.1 µM],9%
CNC(=S)Nc1ccc(C23CC4CC(CC(C4)C2)C3)cc1,-14%,-2%,5,1.6%,?,-1,3%,-1%,-9%
NC(=O)C1=C[C@H](c2csc3ccccc23)C[C@H](OCCCCO)O1,-15%,-4%,-6,-2.1%,2%,11,-5%,-4%[57.1 µM],5%
CCNC(=S)Nc1scc(-c2ccccc2)c1C(=O)OCC,-18%,-5%,-3,1.8%,-15%,8,1%,10%,10%
CC[C@H](C)C1NC(=O)[C@H](CC(=O)O)NC(=O)c2cc([N+](=O)[O-])cc(I)c2NCCC(C(N)=O)NC1=O (some centres not stated),-20%,4%,-1,1.7%,6%,2,2%,-6%,-9%
Cc1ccc(NC(=O)Cn2nnc3sc4c(c3c2=O)CCCC4)c(C)c1,-14%,1%,-2,3.0%,-10%,0,-3%,-4%,-1%
Cc1cc(NS(=O)(=O)c2ccc(NC(=O)COc3ccc(Br)cc3)cc2)nc(C)n1,-16%,-4%,-2,-1.5%,-8%,-7,-1%,-10%,-2%
O=C(NCCc1ccc(C(F)(F)F)cc1)C1CCC(=O)N(C2CC2)C1 (configuration not stated),-14%,-1%,6,-1.5%,?,-1,1%,-5%,6%
Cc1nnc(NC(=O)C(C)Sc2nncn2C)s1 (configuration not stated),-15%,-4%,-1,2.4%,0%,-8,3%,9%[57.1 µM],1%
CCC(C)C(=O)Nc1c2c(nc3c1CCC3)CCCC2 (configuration not stated),5%,-3%,-12,1.6%,1%,-7,0%,0%,-3%
COc1cccc(Cn2nnc(C(=O)NCc3ccc(Cl)cc3Cl)c2N)c1,-17%,-1%,-1,-0.4%,-6%,-15,-1%,27%[2.29 µM],0%
O=C(CNCCO)Nc1ccc(F)c(Cl)c1,-5%,-1%,-3,0.9%,3%,0,3%,-13%[57.1 µM],3%
CCCOc1ccc(Cn2c(=O)oc3ccc(C)cc32)cc1OC,-25%,-4%,0,1.7%,-10%,-4,0%,-16%[57.1 µM],1%
COc1ccc(C(=O)NCCc2sc(-c3cccc(F)c3)nc2C)cc1,-1%,-1%,-5,0.6%,4%,1,-5%,4%[57.1 µM],-7%
CN(C)/C=C(\C(=O)c1cccc(Cl)c1)c1nnnn1-c1ccccc1,2%,-1%,-2,-0.3%,-9%,-9,1%,-6%,7%
CCOC(=O)C1=CN(CC)S(=O)(=O)NC1c1ccc(F)c(Cl)c1 (configuration not stated),-5%,-1%,2,/,-10%,-4,-4%,0%,-3%
CCC(=O)Nc1ccc(CCC(=O)N2CCCC2)cc1,-12%,-1%,-4,0.0%,6%,-8,-3%,0%,-1%
COc1ccc(N2CC(NC(=O)C3CCCC3)CC2=O)cc1OC (configuration not stated),-24%,-3%,3,2.1%,-1%,2,1%,-13%[57.1 µM],11%
O=C(C[C@H]1C[C@@H]2c3cc(NC(=O)c4cccnc4)ccc3O[C@@H]2[C@H](CO)O1)NCc1ccncc1,-7%,-2%,-5,/,-7%,0,2%,/,-7%
CC1CCCN(c2nc3c(c(=O)[nH]c(=O)n3C)n2CCSc2nc3ccccc3o2)C1 (configuration not stated),-21%,-3%,2,0.0%,-14%,3,1%,3%[57.1 µM],16%
CCn1nc(C(C)C)cc1C(=O)N1CCCC(CO)(Cc2ccc(F)cc2F)C1 (configuration not stated),-12%,-7%,-2,-2.0%,-4%,-3,-2%,-2%,3%

Some of the compounds tested; rates above refer to the full screens.
